# NTR1 agonist: agonists of NTR1, primary screen, imaging, U2OS cells, beta-arrestin-GFP, high content (AID 493036); P30989; NTR1-U2OS beta-arrestin-GFP spot imaging, agonist mode; activation, % at 20 µM; actives 0.17% (n = 330,000);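 active = activation at or above 40% of the spot to cytoplasm intensity ratio, with at least 20 cells analyzed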;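 note: 0% = DMSO without peptide and 100% = 100 nM NTR1 peptide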
# Target sequence (P30989 whole entry, looked up): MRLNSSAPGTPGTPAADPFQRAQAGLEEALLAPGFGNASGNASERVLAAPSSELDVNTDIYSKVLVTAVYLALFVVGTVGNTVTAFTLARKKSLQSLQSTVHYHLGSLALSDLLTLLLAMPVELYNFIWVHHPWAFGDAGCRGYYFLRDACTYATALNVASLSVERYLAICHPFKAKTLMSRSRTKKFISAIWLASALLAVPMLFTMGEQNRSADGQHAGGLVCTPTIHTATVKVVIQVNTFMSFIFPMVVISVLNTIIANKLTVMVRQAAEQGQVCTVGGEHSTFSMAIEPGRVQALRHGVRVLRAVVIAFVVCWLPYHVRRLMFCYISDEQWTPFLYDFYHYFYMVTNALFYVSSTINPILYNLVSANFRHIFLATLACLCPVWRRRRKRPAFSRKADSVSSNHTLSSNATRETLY
# NTR1 agonist cell count 20 µM: recorded beside NTR1 agonist, whose call it bears; cell count; measured here: cell count, cytotoxicity flag
# * = called active by the depositor. Only part of the results is shown. The share of hits here may be higher or lower than overall.
molecule	NTR1 agonist	NTR1 agonist cell count 20 µM
Cc1nnc(-c2ccc(N3CCOCC3)c([N+](=O)[O-])c2)o1	1.4	46
CN(C)CC/C=C1\c2cc(Cl)ccc2Sc2cc(F)c(F)cc21	12	42
Cc1cc(Cl)ccc1OCCCC(=O)NNC(=O)c1ccncc1	-0.2	57
CCCCCCSc1cc(-c2nc3cnccn3c2NCc2ccccc2)ccc1OC	6.1	63
Cc1ccc(NC(=O)CSc2nc(=O)n3cc(C)ccc3n2)c(C)c1	0.8	57
Cc1ccc(NC(=O)C(=O)NCCCN2CCCC2=O)cc1	1.8	50
O=C(Nc1ccc(Cl)cc1)Nc1ccc(Cl)c(Cl)c1	11	60
Cc1noc(C)c1S(=O)(=O)Nc1ccc2c(c1)CC(=O)N([C@H](C)CO)C[C@H](C)[C@@H](CN(C)CC1CC1)O2	-0.4	64
CCc1ccccc1NC(=O)CNC(=O)CCc1nc2sc3c(c2c(=O)[nH]1)CCCC3	-1.4	38
Cc1noc(C)c1CSCC(=O)Nc1ccc(Br)cc1Cl	1.8	58
COc1ccc(CC(=O)N(C)CC(=O)Nc2ccccc2C(F)(F)F)cc1S(=O)(=O)N1CCOCC1	-1.4	62
O=C(NCc1nnnn1-c1ccc(Cl)cc1)c1ccc(Br)o1	0.9	59

# New compounds follow:
molecule	NTR1 agonist	NTR1 agonist cell count 20 µM
Cc1cccc2sc(N(CCCN3CCOCC3)C(=O)CS(=O)(=O)c3ccc(F)cc3)nc12	0.5	68
N#CC1(NC(=O)CSc2nnc(-c3ccccc3F)n2N)CCCCC1	-0.6	61
CC(OC(=O)/C=C/c1ccccc1)C(=O)Nc1ccc(C(N)=O)cc1 (stereo unspecified)	-0.4	58
COc1ccc(NC(=O)N(C)C[C@H]2Oc3c(NC(=O)Nc4ccc(C(F)(F)F)cc4)cccc3C(=O)N([C@H](C)CO)C[C@@H]2C)cc1	10	66
COc1ccc([C@H]2CC(=O)C=C(c3ccc(C)c([N+](=O)[O-])c3)C2)cc1	2.3	48
O=C(Cc1ccccc1Cl)Nc1ccc(S(=O)(=O)N2CCOCC2)cc1	-0.2	69
O=C(COC(=O)c1cccnc1Cl)NC12CC3CC(CC(C3)C1)C2	0.0	53
CC1(C)CC(=O)C=C(c2cccc3c2sc2ccccc23)C1	7.1	60
CC(OC(=O)c1cc2ccccc2[nH]1)C(=O)N(C)c1ccccc1 (stereo unspecified)	-2.8	55
CCCSc1ccc([C@@H]2[C@H]3C(=O)N(CC)C(=O)[C@H]3[C@]3(C(=O)OC)CCCN23)cc1	2.8	57
NC(=O)C1CCN(C(=O)c2cccc(CN3C(=O)c4ccccc4C3=O)c2)CC1	0.0	71
COc1cccc(CNC(=O)C(=O)NCCC2CCCCN2S(=O)(=O)c2ccc(C)cc2)c1 (stereo unspecified)	0.6	46

# Quoted at random: three records from the list.
molecule	NTR1 agonist	NTR1 agonist cell count 20 µM
Cc1cccc2sc(N(CCCN3CCOCC3)C(=O)CS(=O)(=O)c3ccc(F)cc3)nc12	0.5	68
CC(OC(=O)c1cc2ccccc2[nH]1)C(=O)N(C)c1ccccc1 (stereo unspecified)	-2.8	55
CC(OC(=O)/C=C/c1ccccc1)C(=O)Nc1ccc(C(N)=O)cc1 (stereo unspecified)	-0.4	58

# Following part
molecule	NTR1 agonist	NTR1 agonist cell count 20 µM
CCOc1ccc(NC(=O)COC(=O)CC2CCCCC2)cc1	3.8	72
CC1CCCCN1C(=S)NC(=O)c1ccccc1 (stereo unspecified)	-1.2	59
NS(=O)(=O)c1cccc(NC(=O)COC(=O)Cc2n[nH]c(=O)c3ccccc23)c1	1.0	52
COc1ccccc1C(=O)COC(=O)c1ccc(Cl)nc1	-1.3	89
COc1ccc(NS(=O)(=O)c2cc(NC(=O)Cc3c(F)cccc3Cl)ccc2OC)cc1	1.0	53
CCOC(=O)c1c(NC(=O)COC(=O)c2nc(Cl)ccc2Cl)sc(C(=O)N(C)C)c1C	2.2	63
CN(Cc1nc2ccccc2c(=O)[nH]1)C(=O)c1cccc(S(=O)(=O)N2CCCC2)c1	-0.1	52
COC(=O)[C@@]1(C)[C@H]2C(=O)N(Cc3ccccc3)C(=O)[C@H]2[C@H]2CN(C)C(=NC3CCCCC3)N21	0.3	56
O=C(COC(=O)c1cccc(Br)c1)NC(=O)NC1CCCC1	2.7	55
O=C(N/N=C/C(Cl)=C/c1ccccc1)c1ccc2c(c1)OCO2	0.8	53
O=C(/C=C/c1ccc(S(=O)(=O)N2CCOCC2)cc1)N1CCCCC1	2.2	63
Cc1ccc(C)c(OCC(=O)NNC(=O)CCN2CCN(c3ccccc3)CC2)c1	-1.1	61

# Complete entries as entered above. Screens in order: NTR1 agonist	NTR1 agonist cell count 20 µM
# CCOC(=O)c1c(NC(=O)COC(=O)c2nc(Cl)ccc2Cl)sc(C(=O)N(C)C)c1C as listed: 2.2	63
# COC(=O)[C@@]1(C)[C@H]2C(=O)N(Cc3ccccc3)C(=O)[C@H]2[C@H]2CN(C)C(=NC3CCCCC3)N21 as listed: 0.3	56
# CN(C)CC/C=C1\c2cc(Cl)ccc2Sc2cc(F)c(F)cc21 as listed: 12	42
# CC1CCCCN1C(=S)NC(=O)c1ccccc1 (stereo unspecified) as listed: -1.2	59
# O=C(COC(=O)c1cccc(Br)c1)NC(=O)NC1CCCC1 as listed: 2.7	55

# (continued)
molecule	NTR1 agonist	NTR1 agonist cell count 20 µM
CC(=O)N1CCN(S(=O)(=O)c2cccc(C(=O)OCC(=O)N(Cc3ccccc3)C(C)(C)C)c2)CC1	1.4	45
COc1ccccc1[C@@H]1C(c2ccccc2)=NN(c2ccccc2)[C@H]1C(=O)N1CCOC1=O	3.0	77
NC(=O)C(NC(=O)OCc1ccccc1)c1ccccc1 (stereo unspecified)	7.5	91
O=C(NNC(=O)c1ccc2c(=O)n3c(nc2c1)CCC3)c1ccc(F)cc1	-1.0	66
O=C(Nc1cccc(S(=O)(=O)N2CCCCC2)c1)C1CCCC1	0.7	66
COc1cc(OC)cc(C(=O)Nc2ccccc2C(=O)NC2CC2)c1	0.0	63
O=C(COC(=O)C1CCN(c2ccc(C(F)(F)F)cn2)CC1)NC1CCCCC1	2.9	60
Nc1ncn([C@H]2C[C@H](O)[C@@H](CO)O2)c(=O)n1	0.9	39
CCC1(CC)NC(=O)N(CC(=O)OC(C)C(=O)Nc2ccccc2OC)C1=O (stereo unspecified)	-0.2	69
Cc1cnc(C(=O)NNC(=O)c2ccc(Br)cc2)cn1	0.9	64
CCCCn1c(N)c(N(CC(C)C)C(=O)CSc2n[nH]c(-c3ccc(C)cc3)n2)c(=O)[nH]c1=O	-1.0	57
CCCCCNC(=O)c1cccc(S(=O)(=O)N2CC3(C)CC2CC(C)(C)C3)c1 (stereo unspecified)	0.9	62

# (list continues)
molecule	NTR1 agonist	NTR1 agonist cell count 20 µM
O=C(Nc1ccc(SC(F)F)cc1)c1cc(-c2ccncc2)nc2ccccc12	5.8	42
COc1cc(OC)cc(-c2c(C#Cc3ccsc3)c3cc(-c4ccc5c(c4)OCO5)ccc3n2C)c1	-0.9	54
CCOc1ccc(C(CC(=O)O)NC(=O)C(c2ccccc2)c2ccccc2)cc1OC (stereo unspecified)	1.1	64
CC(OC(=O)c1cccc(-n2cnnn2)c1)C(=O)Nc1ccccc1F (stereo unspecified)	0.3	47
COc1ccc(NC(=O)CN(C)C(=O)c2cccc(NS(=O)(=O)c3ccc(Br)cc3)c2)cc1	0.8	78
C[C@@H]1CN([C@H](C)CO)C(=O)Cc2cc(NC(=O)Nc3ccccc3)ccc2O[C@@H]1CN(C)Cc1ccc2c(c1)OCO2	5.1	56
Cc1ccc(NC(=O)CN2C(=O)NC(C)(C3CC3)C2=O)cc1S(=O)(=O)N1CCCCC1 (stereo unspecified)	3.9	56
NCCC1CCCC(CCN)N1 (stereo unspecified)	2.9	63
CC1(C)CCC/C(=C\c2ccccc2)C1=O	-2.6	80
CCN(CC)S(=O)(=O)c1ccc(NC(=O)CCN2C(=O)C3CC=CCC3C2=O)cc1 (stereo unspecified)	0.8	67
CSCCC(NC(=O)c1ccccc1Br)C(=O)N1CCN(C(C)=O)CC1 (stereo unspecified)	-1.1	78
CCCCN1C(=N)N([C@@H](C)CN2CCC[C@H]2CN2C(N)=NC[C@@H]2Cc2ccccc2)C[C@H]1Cc1ccccc1	-2.2	55

# The results go on:
# Every second line gives: NTR1 agonist | NTR1 agonist cell count 20 µM
CC(C)CN(C(=O)CSc1nc(-c2ccccc2)cn1N)c1c(N)n(Cc2ccccc2)c(=O)[nH]c1=O
  -0.5 | 44
CSCCC(NC(=O)c1ccccc1Cl)C(=O)NNC(=O)c1ccccc1O (stereo unspecified)
  -0.2 | 46
COc1ccccc1-c1nnc(SCC(=O)c2c(N)n(C3CC3)c(=O)[nH]c2=O)o1
  -0.2 | 58
Clc1ccccc1-c1ccc2ncnc(NCc3cccs3)c2c1
  -0.8 | 43
O=C(Nc1ccc(S(=O)(=O)Nc2nccs2)cc1)c1ccccc1OC(F)F
  -2.2 | 88
CCOc1ccc(S(=O)(=O)N2CCN(C(=O)c3ccccc3Cc3ccccc3)CC2)cc1
  0.1 | 66
CCN(CC(=O)Nc1c(F)cccc1F)C(=O)Cc1c(C)nc2ccccc2c1C
  0.2 | 59
CC(C)CC1NC(=O)c2ccccc2-n2c1nc1ccc(Cl)cc1c2=O (stereo unspecified)
  -2.2 | 43
C[C@@H]1COC(=O)[C@H](NC(=O)OCC2c3ccccc3-c3ccccc32)C/C=C\C[C@@H](CC(=O)N(CCO)Cc2ccccc2)C(=O)N1
  5.9 | 55
CCN(C(=O)CSc1nnnn1-c1ccccc1OC)C1CCS(=O)(=O)C1 (stereo unspecified)
  1.5 | 54
CCc1ccc(NC(=O)C(=O)NCC2CCCN2S(=O)(=O)c2ccccc2)cc1 (stereo unspecified)
  -0.7 | 57
CC1CCCC(=NNC(=O)C2COc3ccccc3O2)C1 (stereo unspecified)
  1.8 | 52
Cc1cc(C(=O)COC(=O)Cc2n[nH]c(=O)c3ccccc23)c(C)n1CC(F)(F)F
  0.3 | 78
CCCCN(C1CCS(=O)(=O)C1)S(=O)(=O)c1cccs1 (stereo unspecified)
  -1.1 | 59
Cc1ccccc1NC(=O)COC(=O)[C@@H]1CCCN1C(=O)c1cccs1
  -0.3 | 51
Cc1cc(OCC(=O)OCC(=O)N(C)c2c(N)n(Cc3ccccc3)c(=O)[nH]c2=O)ccc1Cl
  0.9 | 61
CC(Sc1nc(N)cc(N)n1)C(=O)NCCC1=CCCCC1 (stereo unspecified)
  -1.7 | 61
Cc1nnc(SCC2=C(C(=O)O)N3C(=O)C(NC(=O)COc4ccccc4)C3SC2)s1 (stereo unspecified)
  0.3 | 70
CC1CCCC(C)N1C(=O)COC(=O)/C=C/c1ccco1 (stereo unspecified)
  2.1 | 51
COC(=O)/C=C1\SC(=NC(=O)c2ccc(-c3ccccc3)cc2)NC1=O
  -0.2 | 48

# More results
# Every second line gives: NTR1 agonist | NTR1 agonist cell count 20 µM
O=C(CCl)Nc1ncc(S(=O)(=O)c2ccc([N+](=O)[O-])cc2)s1
  2.7 | 58
CCOc1ccc(NC(=O)CN(C)C(=O)CC2CCCCC2)cc1OCC
  1.3 | 53
CC1CCCC(NC(=O)CN(C)CC(=O)Nc2ccc(F)cc2)C1C (stereo unspecified)
  0.2 | 54
COc1ccc(/C=C2\SC(=O)N(CCNC(=O)CN3C(=O)NC4(CCCC4)C3=O)C2=O)cc1
  -0.5 | 69
CN(CC(=O)Nc1cccc(F)c1)C(=O)c1cc(S(=O)(=O)N2CCCCC2)ccc1N1CCOCC1
  0.2 | 68
O=[N+]([O-])c1ccccc1S(=O)(=O)NCCSCc1ccco1
  -0.6 | 67
O=c1c2ccccc2oc2ccc(-c3ccc4cc[nH]c4c3)cc12
  26 | 64
O=C(/C=C/C=C/c1ccc2c(c1)OCO2)N1CCCCC1
  -1.1 | 96
CC1CCN(C(=O)c2[nH]cnc2C(=O)Nc2ccc(Cl)cc2)CC1
  3.8 | 44
CCOc1ccccc1C(=O)NCC(=O)NCC(c1ccco1)N1CCCCC1 (stereo unspecified)
  0.4 | 50
CCCCCCSc1cccc(-c2nc3ccc(C)cn3c2NCc2ccccc2)c1
  8.7 | 48
C[C@H]1CN([C@@H](C)CO)C(=O)c2cccc(NC(=O)C3CC3)c2O[C@H]1CN(C)S(=O)(=O)c1ccccc1
  1.4 | 62
O=C1CC(C(=O)N2CCN(c3ccccc3Cl)CC2)CN1Cc1ccccc1 (stereo unspecified)
  2.8 | 81
Cc1ccc(CNC(=O)CSc2nnc3n2CCCCC3)cc1
  -2.6 | 46
COc1cc2c(cc1OC)CN(C(=O)CSc1ccccc1C)CC2
  0.2 | 49
C=C1CCC2[C@](C)(CO)[C@H](O)CC[C@@]2(C)[C@@H]1C/C=C1\C(=O)OC[C@H]1O (stereo partly specified)
  2.0 | 81
Cc1ccc(S(=O)(=O)N2CCC(C(=O)OCC(=O)N(C)C3CCS(=O)(=O)C3)CC2)cc1C (stereo unspecified)
  -0.8 | 53
COc1ccc(NS(=O)(=O)c2cccc(C(=O)N(C)Cc3ccc(SC)cc3)c2)cc1
  1.7 | 54
Cc1cccc(C)c1NC(=O)CNC(=O)CNC(=O)Cc1cccc2ccccc12
  1.7 | 63
COc1ccccc1/C=C/C(=O)OCC(=O)Nc1nnc(-c2ccccc2)o1
  0.0 | 64

# (list continues)
# Every second line gives: NTR1 agonist | NTR1 agonist cell count 20 µM
CN(c1ccccc1)S(=O)(=O)c1cccc(NC(=O)CCNC(=O)c2ccc(Cl)cc2)c1
  1.7 | 47
C#CCOCCOCCOCCNc1nc(N2CCN(C(=O)[C@H](CCCCN)n3cc(CN)nn3)CC2)nc(N2CCN(C(=O)[C@H](CCC(=O)O)n3cc([C@@H](N)CCSC)nn3)CC2)n1
  -0.1 | 59
COc1ccc(C)cc1NC(=O)c1ccc2c(c1)C(=O)N(Cc1ccncc1)C2=O
  -1.5 | 68
CCCNC(=O)C(Cc1ccccc1C)NC(=O)c1ccc(C#N)cc1 (stereo unspecified)
  -0.9 | 77
C=CC[C@H](CC(=O)NCCO)C(=O)N[C@H](COC(=O)[C@@H](CC=C)CC(=O)OC(C)(C)C)Cc1ccccc1
  0.3 | 68
CCN(CC(=O)NCc1cccs1)C(=O)/C=C/c1cc(OC)ccc1OC
  0.7 | 51

# Screens from PubChem BioAssay.
